IL2 activator – activators of IL-2; IL-2 activation reporter assay, cell-based qHTS; stimulated with anti-CD3/CD4/CD28 beads; in transgenic mouse T cells; activation, % (series mostly up to about 46 µM); AID 652025; 360,000 compounds, 0.065% hits; in the data active means activation above about 50%; inconclusive means mostly about 30% to 49%; further: 0% is about no effect
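Unstimulated transgenic mouse T cells, 750 per well, received compound and, after 60 minutes, anti-CD3/anti-CD4 bead plus anti-CD28 stimulation. EGFP and DsRed were quantified after 18 hours.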
A549 viability – kills or reduces viability of A549 cells in Nrf2 counter-screen; A549 ARE-Fluc cells, CellTiter-Fluor viability, 18-24 h; Potency, µM (titrated, usually from 46 µM), inactives show top-dose activity change, negative = cytotoxicity, usual class: inhibitors; 390,000 compounds, 0.16% hits; AID 504648; further: potency means the concentration at half of the fitted maximal effect; on the % scale 0 is the no-effect control and ±100 the full control effect
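A549 ARE_Fluc cells in 5% FBS OPTI-MEM were exposed to compounds in concentration-response for 18-24 h at 37 deg C. Viability was read by CellTiter-Fluor fluorescence (Ex 405/Em 525) after 30 min, before the luciferase read.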
EPAC2 agonist – EPAC2 (human) agonism; Q8WZA2; EPAC2 activation, biochemical qHTS; response scale: 100% = 6.5 mM cAMP response; Potency, µM (series often up to 154 µM), without a hit: at the highest dose activation, actives largely listed as activators; 360,000 compounds, 0.079% hits; AID 720711; further: potency means the concentration at half of the fitted maximal effect; nearly all actives have a fitted effect of over 50% in size
Target sequence (Q8WZA2 whole entry, looked up): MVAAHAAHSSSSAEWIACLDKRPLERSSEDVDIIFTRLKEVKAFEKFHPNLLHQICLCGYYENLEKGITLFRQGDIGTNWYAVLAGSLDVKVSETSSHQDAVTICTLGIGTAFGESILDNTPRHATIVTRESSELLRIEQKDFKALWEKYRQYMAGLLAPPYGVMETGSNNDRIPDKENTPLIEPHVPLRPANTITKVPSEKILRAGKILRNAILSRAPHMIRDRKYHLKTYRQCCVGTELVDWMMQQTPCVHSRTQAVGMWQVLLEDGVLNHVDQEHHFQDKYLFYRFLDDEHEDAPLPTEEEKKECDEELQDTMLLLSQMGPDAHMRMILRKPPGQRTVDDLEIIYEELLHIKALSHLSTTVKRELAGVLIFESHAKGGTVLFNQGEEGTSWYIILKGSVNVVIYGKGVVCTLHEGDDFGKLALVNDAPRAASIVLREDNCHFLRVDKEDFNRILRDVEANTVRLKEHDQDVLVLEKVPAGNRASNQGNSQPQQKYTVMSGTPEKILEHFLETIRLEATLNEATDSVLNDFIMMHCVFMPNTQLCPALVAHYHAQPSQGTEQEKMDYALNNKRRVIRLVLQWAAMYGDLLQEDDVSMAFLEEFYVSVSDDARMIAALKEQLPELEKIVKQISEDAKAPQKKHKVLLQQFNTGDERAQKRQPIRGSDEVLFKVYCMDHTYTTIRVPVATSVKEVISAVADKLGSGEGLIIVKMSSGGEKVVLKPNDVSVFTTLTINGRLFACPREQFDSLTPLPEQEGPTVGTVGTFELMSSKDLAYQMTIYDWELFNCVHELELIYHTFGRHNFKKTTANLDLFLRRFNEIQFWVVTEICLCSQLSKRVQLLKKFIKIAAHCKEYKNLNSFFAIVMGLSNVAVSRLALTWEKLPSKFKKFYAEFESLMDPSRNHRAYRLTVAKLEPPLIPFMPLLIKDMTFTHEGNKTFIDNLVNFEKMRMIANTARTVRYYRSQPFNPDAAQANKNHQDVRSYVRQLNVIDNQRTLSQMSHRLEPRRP
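Each well held 100 nM EPAC2, 250 nM RAP1B-BODIPY-GDP and 50 uM GDP. Fluorescence, read at 5-min intervals to 30 min, was referenced to a 6.5 mM cAMP positive control.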
Nrf2 block – Nrf2 pathway inhibition; 360,000 compounds, 2.1% hits; Potency, µM (series often up to 46 µM), for inactives: at the top dose activity change, negative = inhibition, most hits filed as inhibitors; A549 ARE-Fluc reporter, luciferase luminescence, 18-24 h; further: potency means the concentration at half of the fitted maximal effect; on the % scale 0 is the no-effect control and ±100 the full control effect; nearly all actives have a fitted effect of over 60% in size
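Two sequential reads on A549 ARE_Fluc cells exposed to compound for 18-24 h: a CellTiter-Fluor fluorescence read for viability, then a luciferase luminescence read for Nrf2/ARE activity.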
HepG2 tox – kills HepG2 cells in TGF-b inhibitor counter-screen. HepG2 CAGA-GFP viability, ATP luminescence, 18 h. Potency, µM (titrated, usually from 46.1 µM), without a hit: at the top dose activity change, negative = cytotoxicity, most hits filed as cytotoxic. 410,000 compounds, 0.76% hits; further: potency means the concentration at half of the fitted maximal effect; some results filed as inactive show a strong effect at the top dose
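CellTiter-Glo luminescence gave cytotoxicity after 18 hours at 37 degrees C. The cells were HepG2 CAGA-GFP in 1% FBS DMEM, stimulated with 500 pg/mL TGF-beta after compound addition. %Activity was normalised to no-cell wells (complete cell-killing) and DMSO (no toxicity), and curves were fitted and classified.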
ATXN viability – reduces viability in counter-screen for ATXN expression inhibitors; S2 cells (HEK-293 line with an ATXN2-luciferase reporter) viability, CellTiter-Fluor protease fluorescence, 24 h; Potency, µM (titrated, usually from 56.7 µM), usual class: cytotoxic; 400,000 compounds, 0.49% hits; further: potency means the concentration at half of the fitted maximal effect; nearly all actives have a fitted effect of over 40% in size
ATXN2 expr inh – reduces ATXN2 reporter expression in HEK-293 cells. AID 1745845. HEK-293 ATXN2-luciferase reporter, luminescence, 24 h. Potency, µM (titrated, usually from 57 µM), without a hit: at the highest dose activity change, negative = inhibition, hits mostly inhibitors. 360,000 compounds, 0.72% hits; further: potency means the concentration at half of the fitted maximal effect; on the % scale 0 is the no-effect control and ±100 the full control effect; nearly all actives have a fitted effect of over 55% in size
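ATXN2-luciferase reporter cells (luciferase flanked by upstream and downstream ATXN2 gene portions) were treated 24 h at 37 °C with compounds at up to 57 uM. SteadyGlo luminescence gave expression; GF-AFC fluorescence gave viability.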
Nrf2 ARE act – activates Nrf2 signaling; AREc32 ARE-luciferase reporter (MCF7-derived line), luminescence, 24 h; Potency, µM (titrated, usually from 46.1 µM), for the others: at the highest dose activation, most hits filed as activators; 410,000 compounds, 0.31% hits; AID 624171; further: potency means the concentration at half of the fitted maximal effect; % of control where 0% means no effect; nearly all actives have a fitted effect of over 65% in size
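AREc32_Fluc, 1000 cells/well, OPTI-MEM + 5% FBS, o/n 37 deg C 5% CO2; 23 nL cpd by pin tool, 24 hr; Steady-Glo 30 min RT, luminescence.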
TGFb SMAD3 inh – TGF-b pathway inhibition. HepG2 CAGA-GFP TGF-b/SMAD3 reporter, GFP fluorescence, 18 h; TGF-beta stimulated, 500 pg/mL final. Potency, µM (series often up to 46.1 µM), without a hit: top-dose activity, negative = inhibition, usual class: inhibitors. 410,000 compounds, 1.2% hits; further: potency means the concentration at half of the fitted maximal effect; on the % scale 0 is the no-effect control and ±100 the full control effect; nearly all actives have a fitted effect of over 65% in size
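Cell-based qHTS in HEPG2 carrying a CAGA-GFP Smad reporter; compounds added before 500 pg/mL final TGF-beta, 18 h incubation at 37 degrees C, GFP fluorescence quantified per cell by imaging cytometry.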
* marks the source's active call; other numbers are inactive results; i = inactive; ? = inconclusive; . = no result given; [ ] = remark or other dose. Unless noted, the call rests on the fitted dose curve; in most records, active means well fitted curve in the direction sought with a large enough effect; inconclusive means small, poorly fitted or top-dose-only effect, or another doubt; inactive means no such curve, though single readings can be large; an effect the other way counts as inactive or inconclusive.

SMILES	IL2 activator	A549 viability	EPAC2 agonist	Nrf2 block	HepG2 tox	ATXN viability	ATXN2 expr inh	Nrf2 ARE act	TGFb SMAD3 inh
COc1ccccc1NC(=O)Nc1cccc(C(=O)O)c1	0.4	-10.9%	0.7%	-11.2%	2.5%	i	6.8%	0.0%	9.8%
O=C(/C=C/c1ccccc1)Nc1cccc(C(=O)N2CCCCC2)c1	-0.3	1.1%	-2.9%	5.1%	-15.1%	?	-3.2%	5.1%	?
Cc1ccc(-n2c(SCC(=O)N/N=C/c3c(C)nn(-c4ccccc4)c3C)nc3ccccc3c2=O)cc1	-2.1	8.2µM*	1.1%	?	-39.1%	?	-22.5%	0.6%	?
CN(C)CCCNC(=O)CC1C[C@H](C(=O)N2CCCCC2)[C@@]2(CCc3ccccc3)c3[nH]c4ccccc4c3CCN2C1=O (stereo partly drawn)	0.4	16.5%	1.8%	12.4%	10.6%	i	9.8%	-0.1%	35.9%[activator]
COc1ccccc1CNC(=S)NC1CCCC1	-2.6	0.1%	6.8%	5.4%	-18.0%	i	-10.7%	-1.3%	-3.5%
O=C(CSc1n[nH]c(-c2ccccc2F)n1)NCC(=O)Nc1ccc(F)c(F)c1F	-2.2	3.4%	5.3%	8.6%	-12.9%	i	-5.6%	-0.7%	-5.8%
O=C(O)c1cscc1-c1cccc2ccccc12	-0.2	.	4.4%	.	-29.4%	i	.	-0.9%	-3.6%
C=CCNC(=S)N/N=C/c1ccc(-c2ccc(Cl)cc2Cl)o1	-3.4	0.3%	-4.1%	7.5%	-28.7%	i	-7.5%	0.0%	?
NC(=O)C1CCN(C(=O)COCc2cc(-c3ccc4c(c3)OCO4)on2)CC1	0.1	1.2%	-1.1%	1.0%	-4.5%	i	12.6%	-0.4%	-1.9%
Cc1oc(-c2ccc(C(=O)NCCc3ccc(Cl)cc3)cc2)nc1CSc1ccccc1	.	-1.2%	.	-2.7%	-5.7%	i	-14.5%	-0.6%	1.1%
COc1ccc(S(=O)(=O)N2CCCCC2c2cc(C(=O)Nc3ccc(F)c(Cl)c3)no2)cc1 (stereo not drawn)	-0.6	.	10.7%	.	-36.1%	?	-14.0%	4.5%[9.22 µM]	0.5%
CCOC(=O)C1=C(C)N=C2SCCC(=O)N2C1c1sccc1C (stereo not drawn)	0.0	-5.9%	-2.1%	14.1%	7.7%	i	4.8%	0.7%	-6.0%
Cc1ccccc1CNC(=O)C(=O)NCC(c1ccco1)S(=O)(=O)c1ccccc1 (stereo not drawn)	.	4.4%	.	.	2.4%	.	.	-0.5%	-1.3%
CCCCn1nnnc1SCC(=O)NCc1ccco1	0.3	-1.6%	-1.5%	1.9%	-80.6%	i	.	-0.7%	-7.6%
COCOc1ccc(C=O)c(OCOC)c1	-0.2	-0.9%	-0.7%	-23.1%	6.0%	i	-4.6%	-0.5%	33.2%
O=[N+]([O-])c1ccc(N2CCOCC2)nc1	1.9	?	4.9%	-10.4%	-2.5%	?	-0.4%	-0.9%	-3.8%
CCN(CC)S(=O)(=O)c1ccc(NC(=O)c2cc(C(=O)OC)cc([N+](=O)[O-])c2)cc1	2.2	-15.1%	-13.1%	15.6%	-7.7%	i	-0.5%	-0.4%	-16.3%
Cc1ccc[n+](CC(=O)c2ccc(-c3ccccc3)cc2)c1	-2.4	-10.5%	7.9%	1.3%	-7.4%	i	4.2%	0.1%	-0.9%
Cc1cc(NC(=O)CSc2nc3ccccc3n2CC(=O)N2CCC(C)CC2)no1	-0.1	-3.9%	11.0%	.	6.1%	?	-18.3%	0.0%	0.0%
Cc1ccccc1C(=O)Nc1ccnc(-c2ccncc2)n1	1.2	-3.0%	-2.6%	-23.4%	3.7%	?	-32.9%	-0.2%	21.8%
CSc1nc(-c2ccc(Cl)cc2Cl)[nH]c(=O)c1C#N	0.7	5.5%	-3.5%	0.9%	-31.6%	i	-19.0%	6.1%	?
O=C(CCc1ccccc1)NNC(=O)CCc1ccccc1	-0.4	3.9%	1.0%	0.1%	-14.7%	i	.	-0.7%	-0.3%
CC(C)(C)Cc1cc(N)on1	1.6	3.7%	1.8%	10.4%	12.7%	i	-13.8%	0.1%	8.8%
Cc1ccc(C2(c3ccccc3)NC(=O)N(CC(=O)NC3CCS(=O)(=O)C3)C2=O)cc1C (stereo not drawn)	-0.4	-2.7%	2.6%	0.5%	0.3%	i	2.3%	-0.9%	-14.0%
Cn1c(-n2c(-c3ccco3)nc3ccccc3c2=O)nc2ccccc21	-0.9	-17.2%	11.9%	-27.8%	-27.5%	?	28.3%	12.8%	2.8%
CSc1nnc(COc2ccc(C)cc2)n1N	-2.3	0.0%	-5.8%	12.6%	-4.1%	i	4.3%	-0.2%	-2.5%
Cc1cc(C)cc(C(=O)N2CCCCC2)c1	0.2	-9.5%	8.4%	2.5%	0.0%	i	10.4%	-0.2%	18.3%
COc1ccccc1NC(=O)Cn1c(=O)n(CCC(=O)NCC2CCCO2)c(=O)c2cc(OC)c(OC)cc21 (stereo not drawn)	.	-11.0%	.	10.1%[9.27 µM]	-6.5%	i	-12.2%	0.3%	7.7%
Cc1cc(C(=O)N(C)CC(=O)Nc2ccc(F)c(F)c2F)no1	1.2	-9.1%	6.1%	-0.8%	4.1%	i	7.5%	-0.5%	0.9%
CCN1CCN(CC(=O)Nc2ccc(Cl)c(Cl)c2)C(=O)C1=O	-0.9	0.1%	15.1%	15.2%	-3.9%	i	1.6%	0.4%	1.8%
COc1ccccc1CN(C)CC(=O)Nc1cccc(S(=O)(=O)N2CCCCC2)c1	-2.7	-5.4%	0.7%	?	-18.9%	?	-17.2%	-0.6%	-2.3%
COc1cccc(CNC(=O)CCC(=O)n2ncc3cc(C)ccc32)c1OC	5.0	0.7%	-2.3%	0.8%	-1.3%	i	-12.8%	0.1%	4.1%
Cc1nc(N2CCCCC2)c(C#N)c(C)c1[N+](=O)[O-]	-0.6	18.9%	5.8%	-21.0%	-9.0%	i	.	3.7%	-8.5%
CNS(=O)(=O)c1cc(-c2nnc(N3CCOCC3)c3ccccc23)ccc1C	0.5	15.8%	6.1%	6.9%	-2.5%	i	.	5.1%	4.8%
NS(=O)(=O)c1ccc(CCNC(=O)c2cc(-c3ccco3)nc3ccccc23)cc1	-0.8	-8.5%	11.0%	-17.0%	-7.0%	i	4.1%	24.1%	-1.5%
CC(=O)c1cccc(NC(=O)CSC(=O)c2ccccc2)c1	-1.7	-0.7%	5.8%	?	2.7%	i	-10.9%	2.4%	-3.6%

Next section, overlapping the part above by 4 compounds.
SMILES	IL2 activator	A549 viability	EPAC2 agonist	Nrf2 block	HepG2 tox	ATXN viability	ATXN2 expr inh	Nrf2 ARE act	TGFb SMAD3 inh
Cc1nc(N2CCCCC2)c(C#N)c(C)c1[N+](=O)[O-]	-0.6	18.9%	5.8%	-21.0%	-9.0%	i	.	3.7%	-8.5%
CNS(=O)(=O)c1cc(-c2nnc(N3CCOCC3)c3ccccc23)ccc1C	0.5	15.8%	6.1%	6.9%	-2.5%	i	.	5.1%	4.8%
NS(=O)(=O)c1ccc(CCNC(=O)c2cc(-c3ccco3)nc3ccccc23)cc1	-0.8	-8.5%	11.0%	-17.0%	-7.0%	i	4.1%	24.1%	-1.5%
CC(=O)c1cccc(NC(=O)CSC(=O)c2ccccc2)c1	-1.7	-0.7%	5.8%	?	2.7%	i	-10.9%	2.4%	-3.6%
Cc1cc(NC(=O)CSc2nc(N)c(NC(=O)c3ccc(F)c(F)c3)c(=O)[nH]2)no1	1.6	4.4%	2.8%	4.3%	14.7%	i	-0.2%	-0.3%	7.0%
CN(c1ccccc1)S(=O)(=O)c1cccc(NC(=O)c2ccc3ncsc3c2)c1	2.5	-20.9%	12.9%	16.4µM*	-10.1%	?	?	-1.4%	?
Cc1ccc(NCCC#N)cc1C	2.9	0.1%	1.0%	?	9.3%	i	14.0%	-0.6%	57.2%[activator]
N#C/C(=C/c1ccc(Br)o1)C(N)=O	0.1	-7.5%	-9.8%	.	-8.8%	i	-16.5%	?	-8.6%
CCCOc1ccc(C(=O)Nc2ccc3oc(-c4cccc(Cl)c4Cl)nc3c2)cc1	.	1.7%	.	5.8µM*	5.3%	.	.	-0.4%	?
COc1ccc2c(CC(=O)N[C@@H](Cc3ccccc3)C(=O)O)cc(=O)oc2c1	-2.8	-3.2%	9.1%	-14.4%	-1.9%	i	18.8%	-0.8%	2.2%
CCCn1c(N)c(N(CCOC)C(=O)CSCC(=O)Nc2cccc(C)c2)c(=O)[nH]c1=O	3.4	-1.9%	2.8%	-4.8%	-17.6%	?	7.0%	-0.7%	-9.6%
Cc1ccc2c(=O)cc(C(=O)Nc3c(C)n(C)n(-c4ccccc4)c3=O)oc2c1	.	-2.6%	.	18.6%	-2.5%	i	-2.2%	0.8%	0.4%
CCCCNc1nc2ccccc2n1CC(=O)Nc1c(C)cccc1CC	-0.4	-5.9%	-8.3%	15.5%	-32.6%	?	-23.8%	0.0%	-4.6%
COc1ccc(C(=O)N2CCOC2CNC(=O)C(=O)NCCc2ccccc2OC)cc1 (stereo not drawn)	-0.4	-0.9%	8.1%	4.7%	23.0%	?	-9.9%	0.0%	14.1%
O=C(c1cc2ccccc2oc1=O)N1CCN(S(=O)(=O)c2ccccc2)CC1	1.9	-7.7%	-4.7%	8.4%	0.6%	i	10.6%	-0.1%	4.5%
COc1ccc(S(=O)(=O)N2CCN(C(=O)CC3CC4CCC3C4)CC2)cc1 (stereo not drawn)	0.8	0.7%	9.9%	3.7%	0.8%	i	?	-0.4%	5.1%
Cc1cc(C)cc(NC(=O)c2ccc(NC3=NC4CS(=O)(=O)CC4S3)cc2)c1 (stereo not drawn)	0.3	12.7%	0.2%	3.9%	-15.9%	i	-1.3%	0.0%	-9.4%

Source: PubChem
